TR SRC2 fluor cs: counter-screen for TRb-SRC2 inhibitors: fluorescence interference. TRb/SRC2 Texas Red total fluorescence interference. Potency, µM (titrated, usually from 106 µM), for inactives: top-dose fluorescence change, negative = quenching. 280,000 tested, 0.29% active; active = well fitted curve in either direction with a large enough effect; inconclusive = small, poorly fitted or top-dose-only effect; also: % is scaled to controls: 0 for no effect and ±100 for the full control effect
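Human TRb ligand-binding domain at 0.6 uM with 20 nM Texas Red SRC2 peptide in Tris buffer containing 1 uM T3 and 5% DMSO, incubated with compound 5 h at ambient temperature. Total fluorescence (555/632 nm) calculated as parallel + 2 × perpendicular.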
RECQ1 inh: RECQ1 (human) helicase inhibition; RECQ1 DNA unwinding, red fluorescence kinetic read; Potency, µM (highest dose often 57.3 µM), without a hit: at the highest dose activity, negative = inhibition, most hits filed as inhibitors; 240,000 tested, 0.54% active;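 also: plate controls were vehicle for no effect and no enzyme for full effect; nearly all actives have a fitted effect of over 30% in size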
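50 nM RECQ1T1 preincubated 15 min with compound in Tris pH 8.0 buffer with MgCl2, DTT, Tween-20 and 2.5 ug/ml poly(dI-dC); started with 200 nM TAMRA/BHQ-2 forked duplex and 2 mM ATP. Unwinding read as fluorescence (525/598 nm), two reads 2 h apart.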
TRb SRC2 PPI: TRbeta-SRC2 interaction inhibition. P10828. TRbeta-SRC2 peptide binding, fluorescence polarization; receptor liganded with 1 µM T3. Potency, µM (highest dose often 106 µM), for inactives: at the highest dose activity change, negative = inhibition, most hits filed as inhibitors. 280,000 tested, 0.065% active. AID 1469;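 also: plate controls were bound peptide for no effect and peptide without receptor for full effect; nearly all actives have a fitted effect of over 50% in size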
Target sequence (P10828 whole entry, looked up): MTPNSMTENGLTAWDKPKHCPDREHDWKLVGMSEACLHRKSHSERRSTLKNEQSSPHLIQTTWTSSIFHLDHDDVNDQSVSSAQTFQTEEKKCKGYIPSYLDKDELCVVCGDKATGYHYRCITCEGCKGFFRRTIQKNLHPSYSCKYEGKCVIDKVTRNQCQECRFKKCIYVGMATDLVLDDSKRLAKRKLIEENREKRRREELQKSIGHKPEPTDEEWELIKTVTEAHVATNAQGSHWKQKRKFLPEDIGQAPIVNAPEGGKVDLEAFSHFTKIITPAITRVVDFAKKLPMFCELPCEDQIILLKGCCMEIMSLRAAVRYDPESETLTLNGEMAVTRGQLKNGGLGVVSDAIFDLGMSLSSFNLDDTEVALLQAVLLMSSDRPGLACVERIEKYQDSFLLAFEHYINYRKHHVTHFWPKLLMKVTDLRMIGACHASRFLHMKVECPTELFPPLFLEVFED
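Human TRb LBD (0.6 uM) plus Texas Red-labeled SRC2 peptide (20 nM), 1uM T3, 5% DMSO, 5 hr at ambient temperature. Decreased polarization (555/632 nm) flags inhibition; data normalized to free and bound peptide controls.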
HTT cytoprotect: protects HTT-Q103 PC12 cells, measured by ATP | AID 1471 | Potency, µM (titrated, usually from 56.4 µM), for the others: cytoprotection (ATP increase), actives largely listed as activators | 230,000 tested, 0.14% active | PC12 HTT-Q103 induced, cytoprotection, ATP luminescence, 40 h;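 also: % of control where 0% means no effect; nearly all actives have a fitted effect of over 45% in size; toxic huntingtin expression switched on by the ecdysone agonist tebufenozide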
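Huntington model: PC12 line, ecdysone-inducible HTTQ103 exon1–GFP, tebufenozide 100 nM. Test articles in a dose series. Endpoint luminescence from cellular ATP.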
Tau FP inhib: tau fibrillization inhibition (FP); 280,000 tested, 0.39% active; AID 1468; K18 P301L tau heparin fibrillization, Alexa594 FP, 6 h; Potency, µM (titrated, usually from 57.7 µM), for the others: at the top dose activity, negative = inhibition, usual class: inhibitors; also: % is scaled to controls: 0 for no effect and ±100 for the full control effect; nearly all actives have a fitted effect of over 55% in size
Target sequence (P10636 561-689 P618L limits assumed): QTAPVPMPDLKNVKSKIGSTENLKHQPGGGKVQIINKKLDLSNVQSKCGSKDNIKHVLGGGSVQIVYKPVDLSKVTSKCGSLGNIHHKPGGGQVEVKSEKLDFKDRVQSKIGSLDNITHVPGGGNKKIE
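Steps: dispense K18 P301L tau (15 uM plus 0.24 uM Alexa 594 tracer, final) in pH 7 sodium acetate; add compound; add heparin (20 uM final); incubate 6 hr, 37 C; add ThT (30 uM final); after 1 hr ambient, read FP.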
Tau ThT inhib: tau fibrillization inhibition (ThT binding); 270,000 tested, 2.1% active; Potency, µM (doses to about 57.4 µM), for the others: top-dose activity, negative = inhibition, actives largely listed as inhibitors; recombinant tau K18 P301L, heparin-induced fibrillization, ThT fluorescence; AID 1460; P10636; also: % is scaled to controls: 0 for no effect and ±100 for the full control effect; nearly all actives have a fitted effect of over 55% in size
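Tau K18 P301L fragment (15 uM unlabeled plus 0.24 uM Alexa 594-labeled) in 100 mM sodium acetate pH 7 with compound, fibrillization induced by 20 uM heparin for 6 hr at 37 C. Thioflavin T (30 uM) added, fluorescence read after 1 hr (ex 450, em 510 nm).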
L3MBTL1 block: blocks human L3MBTL1. Potency, µM (doses to about 57.1 µM), inactives show at the highest dose activity, negative = inhibition, hits mostly inhibitors. 230,000 tested, 0.66% active. AlphaScreen L3MBTL1–H3K9me1 peptide binding; also: % is scaled to controls: 0 for no effect and ±100 for the full control effect; nearly all actives have a fitted effect of over 60% in size
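Displacement of a biotinylated histone H3(1-15) peptide monomethylated at Lys9 (75 nM) from L3MBTL1 (50 nM) was measured by AlphaScreen after a 30 min room-temperature compound incubation; cefsulodin titration served as intraplate control.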
Tau fluor counter: counter-screen for tau fibril formation inhibitors; tau K18 P301L (four-repeat tau fragment) Alexa594 fluorescence, heparin fibrillization; Potency, µM (doses to about 57.7 µM), for the others: top-dose activity change, negative = decrease; 280,000 tested, 0.93% active; AID 1463; also: % is scaled to controls: 0 for no effect and ±100 for the full control effect; nearly all actives have a fitted effect of over 55% in size
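Human K18 P301L tau (15 uM unlabeled plus 0.24 uM Alexa 594-labeled, final) in 100 mM sodium acetate pH 7 was mixed with compound and 20 uM heparin and incubated 6 hr at 37 C.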
* marks the source's active call; other numbers are inactive results; i = inactive; ? = inconclusive; / = no result given; & = joins results of further samples; [ ] = remark or other dose. Unless noted, calls follow the shape of the dose curve; as a rule, active = well fitted curve in the direction sought with a large enough effect; inconclusive = small, poorly fitted or top-dose-only effect, or another doubt; inactive = no such curve, though single readings can be large; an effect the other way counts as inactive or inconclusive. Potency is read from the fitted curve at half-maximal effect. An excerpt. The share of hits here may be higher or lower than overall.

nr	compound	Tau FP inhib	TR SRC2 fluor cs	Tau fluor counter	Tau ThT inhib	HTT cytoprotect	TRb SRC2 PPI	RECQ1 inh	L3MBTL1 block
1	CCCCn1c(=N)n(CC(=O)c2ccc([N+](=O)[O-])cc2)c2ccccc21	6.5%	-2.8%	-2.6%	1.4%	/	7.5%	5.4%	-18.6%
2	CCC(=O)N1c2ccc(S(=O)(=O)NCc3cccc(OC)c3)cc2CC1C (configuration not stated)	-5.7%	-2.3%	-16.7%	-8.5%	/	-5.9%	/	/
3	N#CC1=C(N)Oc2c(sc3ccccc23)C1c1ccco1 (configuration not stated)	?	-0.2%	?	15.8µM*	-28.0%	-2.3%	-11.0%	?
4	CCC(=O)N1CCc2cc(CNC(=O)Cc3ccc(F)cc3)ccc21	0.4%	-0.8%	5.4%	7.8%	/	-7.8%	/	/
5	COc1cccc(C(=O)NC(C)C(c2cccs2)N2CCN(C)CC2)c1 (configuration not stated)	?	-2.0%	-6.6%	-11.0%	-2.1%[10 µM]	-10.4%	-1.5%	-10.1%
6	O=C(Nc1ccc(CN2CCOCC2)cc1)c1ccc(-c2cc(Cl)ccc2Cl)o1	?	0.1%	?	-7.1%	-68.2%[inhibitor]	1.2%	i	/
7	O=C(Nn1c(O)c(C=C2N=c3ccccc3=N2)sc1=S)c1ccccc1Cl	?	-5.7%	17.8µM*[quencher]	11.2µM*	-18.0%	-7.2%	i	/
8	CCCCSc1nnc(-c2ccc(NC(=O)CCc3ccccc3)cc2)n1C	1.9%	0.8%	-0.5%	-16.4%	4.8%[1.9 µM]	-1.9%	-5.8%	1.2%
9	CC(N)=NCc1cccc(CN)c1	9.0%&0.4%&-2.5%	2.8%&-7.3%&-1.1%&-0.3%	0.3%&4.8%&-8.5%	-0.2%&7.9%&-8.7%	14.6%	-6.0%&-0.3%&-1.6%&-5.3%	6.2%&10.9%	/
10	COc1ccc(-c2nnn(CC(=O)NCc3cccs3)n2)cc1OC	7.6%	0.7%	-1.6%	6.4%	9.3%[10 µM]	10.0%	2.4%	27.3%
11	Fc1ccc(Nc2nc(-c3cccc(Cl)c3)c3c(n2)-c2ccccc2OC3)c(F)c1	1.5%	-2.5%	-29.8%	?	/	-7.1%	/	/
12	COCCNC(=O)C(OC(=O)CC1Sc2ccccc2NC1=O)c1ccccc1 (configuration not stated)	-3.5%	0.3%	-3.7%	3.3%	23.6%[10 µM]	-11.9%	i	-4.9%
13	Cc1ccc(Nc2nc(=O)c3cccnc3s2)c(Br)c1	-1.0%	5.9%	-6.3%	-3.8%	-27.8%[10 µM]	-1.7%	-5.2%	-0.2%
14	CCCn1nnc(NC(=O)c2ccc(Br)cc2)n1	1.9%	-1.3%	-5.8%	-7.4%	-15.5%[0.074 µM]	3.3%	7.5%	-21.7%[11.4 µM]
15	Cc1oc(-c2ccccc2Cl)nc1CS(=O)CC(=O)NCc1ccccc1Cl (configuration not stated)	-5.4%	-12.2%	-8.8%	?	/	-1.2%	/	/
16	CSc1oc(-c2ccccc2)nc1S(=O)(=O)c1ccc(F)cc1	-2.6%	0.8%	-26.6%	-11.1%	-4.5%[0.074 µM]	-0.7%	-16.8%	4.5%
17	O=C(CC1SCCNC1=O)Nc1cccc(Cl)c1 (configuration not stated)	0.8%	4.2%	6.7%	10.0%	-28.9%[0.074 µM]	-0.4%	-11.5%	/
18	NC(CSCc1cccc(Br)c1)C(=O)O (configuration not stated)	-0.3%	-0.5%	-3.4%	-15.0%	-3.2%	-5.8%	1.4%	9.9%
19	CCCCNC(=O)c1ccc(N2CCC3(CC2)OCCO3)c([N+](=O)[O-])c1	3.4%	-0.6%	-5.7%	-19.3%	-12.5%[10 µM]	-4.5%	0.4%	-1.6%
20	Cc1ccc2nc(SCC(=O)Nc3c(F)cccc3F)[nH]c2c1	1.5%	-3.8%	-9.6%	-3.4%	4.8%[10 µM]	-1.4%	-5.5%	-8.0%
21	CC1CN(Cc2ccccn2)CCC1=O (configuration not stated)	-1.6%	-0.9%	2.0%	-5.7%	/	0.6%	-2.2%	3.0%
22	O=C(Nc1ccccc1N1CCOCC1)c1ccc2c(c1)OCO2	5.3%	-9.2%	-12.2%	-10.9%	/	-2.2%	i	3.4%
23	Cc1ccc2nc(C)c(C(=O)N/N=C/c3ccc(N4CCOCC4)cc3)cc2c1	3.2%	-4.0%	-4.8%	?	3.1%[10 µM]	-5.4%	-6.7%	1.3%
24	O=C1CCc2cc(S(=O)(=O)N3CCN(C(=O)c4ccco4)CC3)ccc2N1	-2.6%	0.3%	-3.2%	-5.7%	-18.1%	-1.2%	i	9.7%
25	C=CCOC(=O)C(C(=O)CC)C(NC(=O)OC)c1ccc(F)cc1 (configuration not stated)	3.6%[11.6 µM]	0.5%[11.2 µM]	-7.8%[11.6 µM]	-8.3%[11.5 µM]	0.7%[10 µM]	6.4%[11.2 µM]	i[11.5 µM]	/

Complete entries as entered above. Screens in order: Tau FP inhib	TR SRC2 fluor cs	Tau fluor counter	Tau ThT inhib	HTT cytoprotect	TRb SRC2 PPI	RECQ1 inh	L3MBTL1 block
`Cc1oc(-c2ccccc2Cl)nc1CS(=O)CC(=O)NCc1ccccc1Cl` (configuration not stated) is entered as -5.4%	-12.2%	-8.8%	?	/	-1.2%	/	/
`Cc1ccc2nc(C)c(C(=O)N/N=C/c3ccc(N4CCOCC4)cc3)cc2c1` is entered as 3.2%	-4.0%	-4.8%	?	3.1%[10 µM]	-5.4%	-6.7%	1.3%

Back to the main list with the two entries that preceded the break.
nr	compound	Tau FP inhib	TR SRC2 fluor cs	Tau fluor counter	Tau ThT inhib	HTT cytoprotect	TRb SRC2 PPI	RECQ1 inh	L3MBTL1 block
24	O=C1CCc2cc(S(=O)(=O)N3CCN(C(=O)c4ccco4)CC3)ccc2N1	-2.6%	0.3%	-3.2%	-5.7%	-18.1%	-1.2%	i	9.7%
25	C=CCOC(=O)C(C(=O)CC)C(NC(=O)OC)c1ccc(F)cc1 (configuration not stated)	3.6%[11.6 µM]	0.5%[11.2 µM]	-7.8%[11.6 µM]	-8.3%[11.5 µM]	0.7%[10 µM]	6.4%[11.2 µM]	i[11.5 µM]	/
26	Cc1c(C(=O)Nc2ccc(Cl)cc2)c2ccccn2c1C(=O)c1ccccc1	0.8%	-2.6%	-3.2%	-0.9%	-6.9%	-1.6%	-12.8%	-13.4%
27	O=C(COc1cc(O)c2c(=O)cc(-c3ccccc3)oc2c1)c1ccc(F)cc1	-2.9%	-1.6%	-8.0%	?	-17.4%	5.5%	-4.9%	-2.1%
28	Cc1ccc2ncnc(Oc3ncccc3[N+](=O)[O-])c2c1	2.1%	-1.1%	-17.9%	?	0.0%[10 µM]	1.8%	9.2%	-11.5%
29	COc1ccc(C2=NN(CN3C(=O)C(=O)c4ccccc43)C(c3ccc(OC)cc3)C2)cc1 (configuration not stated)	?	-4.8%	-1.4%	-2.1%	/	1.5%	-9.7%	-6.9%
30	CC1CCN(S(=O)C23CC4CC(CC(C4)C2)C3)CC1 (configuration not stated)	11.6%	-0.7%	8.8%	-3.7%	16.7%[10 µM]	-10.4%	19.3%	-0.9%
31	CCNC(=S)NNC(=O)c1csc(C)c1	2.4%	-5.0%	-12.5%	-10.4%	/	-2.4%	-3.6%	34.3%[activator]
32	Cc1ccc(-n2cc(CN3CCNC(=O)CC3)c(-c3cccc(C)c3)n2)cc1	-4.2%	-4.2%	-12.5%	-9.1%	31.7%[10 µM]	-2.8%	-8.0%	-0.9%
33	CC(Oc1ccc(Cl)cc1Cl)c1ccnc2nc(N3CCOCC3)nn12 (configuration not stated)	-1.9%	-3.1%	-8.5%	?	-11.0%[10 µM]	0.4%	i	7.8%
34	Cn1c(=O)oc2cc(S(=O)(=O)NCc3ccncc3)ccc21	1.5%	-3.6%	4.9%	-7.3%	-22.6%[0.074 µM]	-8.7%	7.1%	0.1%
35	CCOC(=O)c1cccc(S(=O)(=O)N(CCO)Cc2cc3cc(OC)ccc3[nH]c2=O)c1	-4.2%	3.1%	-7.6%	-1.4%	-2.1%	-16.9%	i	/
36	CCCCN(C(=O)/C=C/c1ccc(OCC(C)C)c(OCC)c1)c1c(N)n(CCC)c(=O)[nH]c1=O	-3.9%	-1.5%	10.3%	0.3%	-63.1%	-0.8%	-3.9%	8.2%
37	CCOc1ccc2nc(NC(=O)Nc3ccccc3)sc2c1	-8.3%	1.9%	?	?	-31.0%	13.0%	-2.0%	/
38	Cn1nc(-c2ccccc2)c(-c2nc(-c3cccc(C(F)(F)F)c3)no2)c1Cl	?	0.6%	-15.4%	-10.5%	-4.2%	-6.1%	-5.6%	/
39	COc1ccc(OCC(=O)Nc2cc3oc4ccccc4c3cc2OC)cc1	-1.1%	-6.4%	-2.8%	-11.7%	16.3%[10 µM]	-1.3%	-2.2%	7.2%
40	Cn1c(=O)c2c(nc(SCCCC#N)n2Cc2ccccc2F)n(C)c1=O	4.4%	1.1%	-9.0%	-2.4%	3.8%	0.7%	-10.1%	3.9%
41	CCN1CCCC1CNC(=O)CCc1nc(-c2ccc(C)cc2)no1 (configuration not stated)	-18.8%	-3.4%	-4.9%	-0.8%	-19.5%	-2.3%	-5.7%	1.5%
42	CCOC(=O)c1cccc(NC(=O)c2ccc(N(C)C)cc2)c1	16.6%	-1.0%	?	?	/	-8.2%	4.1%	-4.1%

Bioassay records as filed in PubChem.
